# Vif-A3G inh: Vif-A3G binding inhibition; Q9HC16; HeLa A3G-eYFP + Vif (tagged APOBEC3G with the HIV-1 protein that degrades it), YFP fluorescence, overnight; Potency, µM (doses to about 46.1 µM), without a hit: at the highest dose activity, negative = active, actives largely listed as inhibitors; 410,000 compounds, 0.076% hits; AID 602310;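 also: % is scaled to controls: 0 for no effect and ±100 for the full control effect; nearly all actives have a fitted effect of over 60% in size; hits raise eYFP signal because A3G escapes Vif-driven loss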
#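 Read-out is eYFP fluorescence (Ex 488/Em 500-530) from Vif-expressing HeLa A3G-eYFP cells; more signal means A3G escaped Vif-mediated degradation. Cells plated overnight, compound pinned in, incubated overnight at 37 deg C.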
# TrxR1 inh: inhibitors of rat thioredoxin reductase 1. O89049. recombinant rTrxR1, NADPH fluorescence consumption, selenite substrate. Potency, µM (titrated, usually from 114 µM), for the others: at the highest dose activity change, negative = inhibition, hits mostly inhibitors. 390,000 compounds, 1% hits; also: % is scaled to controls: 0 for no effect and ±100 for the full control effect; nearly all actives have a fitted effect of over 65% in size
#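 Rat TrxR1 (90 nM in the dispensed reagent) was pre-reduced with 400 uM NADPH for 5 min at room temperature, then incubated with compound for 15 min. After 400 uM selenite was added, NADPH fluorescence (Ex 340/Em 450 nm) was followed for 8 min.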
# ALOX12 inh: inhibitors of human 12S-lipoxygenase ALOX12; P18054; purified 12hLO, xylenol orange hydroperoxide absorbance; Potency, µM (series often up to 108 µM), for the others: top-dose activity change, negative = inhibition, most hits filed as inhibitors; 580,000 compounds, 1.1% hits; AID 1671190; also: % is scaled to controls: 0 for no effect and ±100 for the full control effect
# Target sequence (P18054 whole entry, looked up): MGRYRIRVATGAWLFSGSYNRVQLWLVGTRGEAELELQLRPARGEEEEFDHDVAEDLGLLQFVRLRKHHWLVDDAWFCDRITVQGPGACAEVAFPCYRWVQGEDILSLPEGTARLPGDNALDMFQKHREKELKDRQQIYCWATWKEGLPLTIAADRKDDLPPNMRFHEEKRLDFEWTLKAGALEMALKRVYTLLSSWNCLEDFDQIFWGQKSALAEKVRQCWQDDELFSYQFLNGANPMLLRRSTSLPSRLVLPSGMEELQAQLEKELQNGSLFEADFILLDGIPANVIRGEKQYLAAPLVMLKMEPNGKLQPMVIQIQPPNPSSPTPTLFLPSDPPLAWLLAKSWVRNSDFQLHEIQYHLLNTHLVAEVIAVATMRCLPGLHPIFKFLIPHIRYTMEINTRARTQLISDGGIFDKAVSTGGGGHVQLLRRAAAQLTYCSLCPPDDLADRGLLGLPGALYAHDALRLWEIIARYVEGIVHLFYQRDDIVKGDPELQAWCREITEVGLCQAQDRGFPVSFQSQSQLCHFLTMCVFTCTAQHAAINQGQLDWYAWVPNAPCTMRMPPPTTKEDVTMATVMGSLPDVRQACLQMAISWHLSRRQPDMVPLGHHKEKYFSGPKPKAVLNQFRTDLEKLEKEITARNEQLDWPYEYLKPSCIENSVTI
#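 Hydroperoxide product was detected by ferrous iron/xylenol orange as the 573 to 405 nm absorbance ratio. Arachidonic acid at 40 uM (final) was turned over for 30 min at room temperature by 150 nM human 12hLO, pH 7.0 Hepes buffer, after 15 min compound preincubation.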
# Vif-A3F inh: Vif-A3F binding inhibition; HeLa A3F-eYFP + Vif (tagged APOBEC3F with the HIV-1 protein that degrades it), YFP fluorescence increase; Potency, µM (top dose mostly 46.1 µM), for the others: at the highest dose activity, negative = active; 390,000 compounds, 0.2% hits; AID 602313; also: % of control where 0% means no effect; nearly all actives have a fitted effect of over 65% in size
#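 HeLa cells stably expressing Vif plus C-terminally eYFP-tagged A3F were seeded, incubated overnight at 37 deg C, dosed with compound, incubated overnight again at 37 deg C. Yellow fluorescence (Ex 488/Em 500-530) reported blocked Vif-mediated A3F-eYFP degradation.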
# RGS4 inh: inhibitors of human regulator of G protein signaling 4. Transcreener GDP fluorescence polarization, RGS4-accelerated GTP hydrolysis. Potency, µM (highest dose often 114 µM), for the others: top-dose activity change, negative = inhibition, most hits filed as inhibitors. 390,000 compounds, 0.039% hits; also: % is scaled to controls: 0 for no effect and ±100 for the full control effect; nearly all actives have a fitted effect of over 75% in size; some results filed as inactive show a strong effect at the top dose
#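 MLSMR compounds (23 nl, pin-transferred) preincubated 10 min at room temperature with a 500nM (2x) first reagent, then RGS4 at 900nM (2x) plus Transcreener GDP mix added; fluorescence polarization (620/688 nm) read before and after 90 min at 30 °C.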
# TrxR1 substrate: rat thioredoxin reductase 1 substrate activity; O89049; purified TrxR1 substrate turnover, NADPH consumption readout; Potency, µM (highest dose often 114 µM), for inactives: top-dose activity change, negative = substrate turnover; 390,000 compounds, 0.01% hits; AID 588456; also: % is scaled to controls: 0 for no effect and ±100 for the full control effect; nearly all actives have a fitted effect of over 50% in size
#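 Rat TrxR1, dispensed at 90 nM, was prereduced with 400 uM NADPH (final) for 5 min at ~22 deg C, then incubated with compound 15 min before 400 uM selenite. A first-read NADPH fluorescence drop versus no-compound background flagged substrates.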
# RXFP1 agonist: activates the human relaxin receptor RXFP1; Q9HBX9; HEK293T-RXFP1 cAMP TR-FRET, 30 min; response scale: percent of porcine relaxin response, buffer zero; Potency, µM (series often up to 57.5 µM), for the others: top-dose activation, usual class: activators; 370,000 compounds, 0.3% hits; also: % is scaled to controls: 0 for no effect and ±100 for the full control effect; nearly all actives have a fitted effect of over 60% in size; many of its hits are not listed in these tables
#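 cAMP rise read by TR-FRET after 30 min, 37C compound exposure (up to 58 uM) in RXFP1-transfected HEK293 cells with Ro 20174 present. EC50 from Hill-equation fits, with 29 nM porcine relaxin as 100% and buffer as basal.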
# IDH1 R132H inh: human IDH1 R132H inhibition | O75874 | IDH1-R132H enzyme, NADPH consumption, diaphorase/resazurin fluorescence | Potency, µM (doses to about 76.6 µM), inactives show at the highest dose activity change, negative = inhibition, usual class: inhibitors | 390,000 compounds, 0.093% hits | AID 602179; also: % is scaled to controls: 0 for no effect and ±100 for the full control effect; nearly all actives have a fitted effect of over 65% in size
# Target sequence (O75874 whole entry R132H, stated change not applied): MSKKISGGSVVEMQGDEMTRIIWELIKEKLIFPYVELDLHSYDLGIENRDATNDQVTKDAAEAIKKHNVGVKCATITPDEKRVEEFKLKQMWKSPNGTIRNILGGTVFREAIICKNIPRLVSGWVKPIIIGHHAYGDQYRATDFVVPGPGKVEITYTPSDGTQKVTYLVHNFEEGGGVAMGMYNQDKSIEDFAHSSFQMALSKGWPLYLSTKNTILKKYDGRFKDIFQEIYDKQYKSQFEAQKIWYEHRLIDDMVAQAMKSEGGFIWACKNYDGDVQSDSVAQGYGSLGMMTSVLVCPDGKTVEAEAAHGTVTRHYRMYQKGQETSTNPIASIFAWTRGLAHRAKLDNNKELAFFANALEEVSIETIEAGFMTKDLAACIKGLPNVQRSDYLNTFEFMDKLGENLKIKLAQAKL
#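 IDH1-R132H (0.5 ug/mL) preincubated 30 min with compound, then NADPH (0.016 mM) and alpha-KG (2 mM) added; 80 min at RT, pH 7.5. Remaining NADPH coupled via diaphorase/resazurin to fluorescence (540/590 nm); concentration-response curves normalized to no-enzyme control.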
# USP1 inh: USP1/UAF1 (human) deubiquitinase inhibition; O94782; recombinant USP1/UAF1, Ub-Rhodamine cleavage fluorescence; Potency, µM (doses to about 57.1 µM), for inactives: at the top dose activity change, negative = inhibition, usual class: inhibitors; 390,000 compounds, 0.23% hits; AID 743255; also: % is scaled to controls: 0 for no effect and ±100 for the full control effect; nearly all actives have a fitted effect of over 60% in size; inactives centre near -12
#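 1 nM enzyme complex + cpd, 15 min RT; start with Ub-Rho 150nM final; kinetic fluorescence ex 480/em 540, 6 reads q60 s. Buffer 50mM HEPES pH 7.8, 0.5mM EDTA, 0.1 mg/ml BSA, 1mM TCEP, 0.01% Tween-20.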
# The depositor's hits bear a star; ? = inconclusive; nt = not tested or not shown; [ ] = dose if it differs, or a comment. Calls follow the shape of the dose curve; as a rule, active = well fitted curve in the direction sought with a large enough effect; inconclusive = small, poorly fitted or top-dose-only effect, or another doubt; inactive = no such curve, though single readings can be large; an effect the other way counts as inactive or inconclusive. Potency is read from the fitted curve at half-maximal effect.
no.	Structure	Vif-A3G inh	TrxR1 inh	ALOX12 inh	Vif-A3F inh	RGS4 inh
1	O=C(CN1CCN(CCO)CC1)Nc1ccccc1	-1%	16%	-17%	0%	-8%
2	O=C(OCn1nnc2ccccc2c1=O)c1cccnc1Cl	0%	10%[57.1 µM]	2%	-5%	-4%
3	O=S(=O)(c1ccc(S(=O)(=O)N2CCC3(CC2)OCCO3)cc1)N1CCCC1	0%	8%	-8%	1%	-6%
4	Cc1ccc(C)c(NC(=O)c2cnn(-c3ccccc3)c2C)c1	-1%	23%	-20%	5%	23%
5	Cc1ccc(S(=O)(=O)c2nc(-c3cccs3)oc2SCC(N)=O)cc1	0%	0%[57.1 µM]	?	-5%	-19%
6	Cn1c(-c2ccccc2)cc2c3no[n+]([O-])c3ccc21	?	10%	2%	?	8%
7	COc1ccc(C(=O)Nc2ccnn2C2CCN(C3CCC3)CC2)cc1	1%	-3%	-9%	-3%	9%
8	N#Cc1c(-c2ccco2)cc(-c2ccccn2)nc1N	-1%	?	9%	-11%	-3%
9	Cc1nc(N2CCOCC2)nc(OCCN(C)C)c1[N+](=O)[O-]	1%	3%	-10%	-2%	11%
10	Cc1ccc(S(=O)(=O)NC(=O)Nc2nccs2)cc1	-2%	31%	73%[activator]	0%	-6%
11	O=C(NCCO)C1CCN(C(=O)c2ccc(-c3ccccc3)cc2)CC1	3%	13%[57.1 µM]	0%	-10%	26%
12	Cc1cc(NC(=O)c2ocnc2C)no1	2%	23%	-13%	-8%	?

no.	TrxR1 substrate	RXFP1 agonist	IDH1 R132H inh	USP1 inh
1	7%	1.7%	10%	-17%
2	7%[57.1 µM]	2.3%	3%	-12%
3	4%	0.0%	0%	-9%
4	0%	1.5%	-15%	-6%
5	-3%[57.1 µM]	-3.1%	11%	-12%
6	-1%	-4.9%	7%	-5%
7	-4%	2.7%	1%	-19%
8	206%[activator][57.1 µM]	0.4%	5%	2%
9	1%	0.3%	8%	-18%
10	10%	-0.3%	12%	-18%
11	9%	-4.2%	5%	-2%
12	4%	-1.3%	5%	-16%

# Next results.
no.	Structure	Vif-A3G inh	TrxR1 inh	ALOX12 inh	Vif-A3F inh	RGS4 inh
13	CSc1cccc(NC(=S)N(C(C)C)C(C)c2ccccn2)c1 (stereo not drawn)	-1%	-8%[57.1 µM]	?	?	-36%
14	O=C(O)/C=C/C(=O)N1CCN(c2ccc(F)cc2)CC1	-2%	15%[57.1 µM]	?	4%	?
15	COc1ccc(CCCC(=O)N/N=C/c2ccc(C)cc2)cc1	-1%	6%	-3%	0%	4%[56.9 µM]
16	CCn1c(Oc2ccc(F)cc2F)nc2c1c(=O)n(C)c(=O)n2C	0%	26%	0%	5%	8%
17	CCn1c(SCc2nc3ccccc3s2)nnc1-c1cccs1	-5%	-7%	-10%	-18%	-3%
18	c1ccc2oc(SCc3nc4ccccc4s3)nc2c1	-4%	-14%	459%[activator]	-3%	-19%
19	COc1cccc(CNC(=O)c2cc(S(=O)(=O)N3CCCCCC3)cn2C)c1	-2%	-17%[57.1 µM]	-25%	-5%	18%
20	Cc1cc(C)nc(SCC(=O)c2ccc3c(c2)OCCO3)n1	2%	-3%	2%[57.4 µM]	-1%	-4%
21	O=C(CNS(=O)(=O)c1ccccc1)Nc1ccc(C(F)(F)F)cc1	0%	7%	4%	0%	-23%
22	O=C(CN1C(=O)c2ccccc2C1=O)Nc1cccc(O)c1	7%	6%[57.1 µM]	-29%	-7%	10%
23	CC(=O)OCc1cc2cc(C)ccc2[nH]c1=O	2%	-8%	-8%	nt	4%
24	CCC(=O)Nc1ccc(Nc2nc(Cl)nc(Nc3ccc(NC(=O)CC)cc3)n2)cc1	1%	2%	-10%	4%	2%

no.	TrxR1 substrate	RXFP1 agonist	IDH1 R132H inh	USP1 inh
13	-6%	2.2%	8%	-6%
14	11%	2.3%	9%	-17%
15	-3%	-0.6%	1%	-19%
16	11%	9.3%	-2%	-25%
17	-2%	1.5%	7%	-2%
18	-3%	3.1%	10%	-24%
19	-12%[57.1 µM]	-1.8%	-8%	-9%
20	8%[57.1 µM]	0.3%	-1%	-9%
21	-3%	-1.2%	7%	-17%
22	6%[57.1 µM]	1.6%	16%	6%
23	3%	1.3%	6%	-3%
24	-9%	-0.9%	0%	-8%

# Next compounds
no.	Structure	Vif-A3G inh	TrxR1 inh	ALOX12 inh	Vif-A3F inh	RGS4 inh
25	CCOC(=O)c1ccccc1NC(=O)c1cc2sccc2n1C	-4%	47%[activator]	21%	-5%	-27%
26	COC(=O)C1=C(C(=O)OC)[C@@H]2Nc3ccccc3[C@@]23C[C@@H](C(=O)OC)N(C(=O)c2ccco2)C3=N1	0%	0%	2%	-7%	-5%
27	Cc1ccc(Cn2cnc3c(oc4ccccc43)c2=O)cc1	-6%	11%	-51%	3%	-1%
28	Cc1cc(F)ccc1S(=O)(=O)NCC(c1ccc2c(c1)OCO2)N1CCOCC1 (stereo not drawn)	0%	-9%	1%	-19%	17%
29	COc1ccc(C2NC(=O)NC(C)=C2C(=O)Nc2cccc(C)c2C)cc1 (stereo not drawn)	1%	9%	?	-12%	-13%
30	Cc1ccc(S(=O)(=O)N2CCN(C(=O)CN3CCCCC3)C2C(C)C)cc1 (stereo not drawn)	0%	20%	14%	1%	-8%
31	CCOC(=O)c1sc(NC(=S)NC(=O)c2cccc(OC)c2)nc1C	-1%	5%[57.1 µM]	?	0%	2%
32	O=C(Cn1c2ncccc2c(=O)n1-c1ccccc1)Nc1ccc(F)c(F)c1	-1%	8%[57.1 µM]	-1%	6%	-23%
33	CCCCCC/C=C/c1ccc(OC)c(C2C3C=CCC(C)C3C(=O)N2Cc2ccccc2)c1 (stereo not drawn)	0%	7%	nt	nt	-4%
34	Cc1cc(C)n(CCC(=O)N2CCN(S(=O)(=O)c3ccccc3)CC2)n1	3%	27%[57.1 µM]	-11%	-6%	-19%
35	C/C(=N/NC(=O)c1ccc(Cl)s1)c1ccc(NC(=O)COc2ccc(Cl)cc2)cc1	-2%	15%	?	6%	-19%
36	CCN(CC)C(=O)CSC(=Nc1ccccc1F)NC#N	-8%	8%[57.1 µM]	49%[activator]	-5%	-31%
37	CCOc1ccc(N2C(=O)CC(N3CCN(c4ccccc4F)CC3)C2=O)cc1 (stereo not drawn)	-10%	?	10%	0%	-12%[11.4 µM]
38	CC1(C)CN(C2CCCCC2)C(=O)[C@H]1CC(=O)Nc1ccccc1	1%	nt	12%	0%	nt

no.	TrxR1 substrate	RXFP1 agonist	IDH1 R132H inh	USP1 inh
25	33%[activator]	5.0%	0%	-13%
26	2%	nt	10%	-26%
27	-5%	0.3%	5%	-22%
28	-4%	-1.2%	10%	2%
29	4%	0.1%	2%	1%
30	7%	-2.2%	4%	-12%
31	9%[57.1 µM]	0.0%	1%	-10%
32	22%[57.1 µM]	?	-4%	-12%
33	-1%	nt	nt	nt
34	-6%	1.0%	3%	-12%
35	8%	0.7%	-9%	-3%
36	8%[57.1 µM]	-2.1%	0%	-16%
37	5%[11.4 µM]	0.0%	0%	-9%
38	nt	nt	0%	-7%

# Entries shown so far with a Cl atom, in the order listed:
no.	Structure	Vif-A3G inh	TrxR1 inh	ALOX12 inh	Vif-A3F inh	RGS4 inh
2	O=C(OCn1nnc2ccccc2c1=O)c1cccnc1Cl	0%	10%[57.1 µM]	2%	-5%	-4%
24	CCC(=O)Nc1ccc(Nc2nc(Cl)nc(Nc3ccc(NC(=O)CC)cc3)n2)cc1	1%	2%	-10%	4%	2%
35	C/C(=N/NC(=O)c1ccc(Cl)s1)c1ccc(NC(=O)COc2ccc(Cl)cc2)cc1	-2%	15%	?	6%	-19%

no.	TrxR1 substrate	RXFP1 agonist	IDH1 R132H inh	USP1 inh
2	7%[57.1 µM]	2.3%	3%	-12%
24	-9%	-0.9%	0%	-8%
35	8%	0.7%	-9%	-3%

# Given screen by screen: entries from further up.
27	Cc1ccc(Cn2cnc3c(oc4ccccc43)c2=O)cc1
28	Cc1cc(F)ccc1S(=O)(=O)NCC(c1ccc2c(c1)OCO2)N1CCOCC1 (stereo not drawn)

compound no.,27,28
Vif-A3G inh,-6%,0%
TrxR1 inh,11%,-9%
ALOX12 inh,-51%,1%
Vif-A3F inh,3%,-19%
RGS4 inh,-1%,17%
TrxR1 substrate,-5%,-4%
RXFP1 agonist,0.3%,-1.2%
IDH1 R132H inh,5%,10%
USP1 inh,-22%,2%

# Screens deposited in PubChem BioAssay by National Center for Advancing Translational Sciences (NCATS).

# An excerpt; rates above refer to the full screens.
